Assay outcomes: PubChem BioAssay, NCI
All columns: NCI-60 one-dose screen, growth in % after 48 h at 10 µM unless noted; 100 = growth as untreated, 0 = no growth, -100 = all killed.
SNB-75: SNB-75 CNS cancer. AID 1794750. 5% of 79,000 active
HCT-116: HCT-116 colon cancer | 7.3% of 82,000 active | AID 1794798
HCC-2998: HCC-2998 colon cancer; 4.7% of 79,000 active; AID 1794799
HCT-15: HCT-15 colon cancer; 5.2% of 82,000 active
KM12: KM12 colon cancer cells. 5% of 82,000 active. AID 1794800
NCI-H322M: NCI-H322M lung cancer; 2.7% of 80,000 active
HT29: HT29 colon cancer. 7.4% of 81,000 active. AID 1794748
COLO 205: COLO 205 colon cancer; AID 1794742; 7.3% of 79,000 active
SW-620: SW-620 colon cancer. 5.2% of 82,000 active
* = called active by the depositor; & = joins results of further samples; [ ] = remark or other dose. How the source made its calls: active means growth percent below 10; inactive means the rest.

O=C(O)c1ccc(-c2nn(-c3ccc(C(=O)O)cc3)cc2/C=N/NC(=O)c2cccnc2)cc1 was read as SNB-75 104.0, HCT-116 87.1, HCC-2998 100.9, HCT-15 96.3, KM12 104.6, NCI-H322M 91.4, HT29 111.4, COLO 205 112.8 and SW-620 93.1.
CCCCN(CCCC)CCC(O)c1ccc2ccccc2c1 (configuration not stated) was read as SNB-75 85.3, HCT-116 78.0, HCC-2998 107.4, HCT-15 98.5, KM12 97.6, NCI-H322M 96.8, HT29 68.6, COLO 205 94.3 and SW-620 87.1.
C=C(C)[C@@H]1CC[C@]2(CO)CC[C@]3(C)[C@H](CC[C@@H]4[C@@]5(C)C=C(C#N)C(=O)C(C)(C)[C@@H]5CC[C@]43C)[C@@H]12 was read as SNB-75 52.1, HCT-116 10.5, HCC-2998 9.0*, HCT-15 3.8*, KM12 6.4*, NCI-H322M 21.4, HT29 8.3* and SW-620 5.5*.
CC(=O)Nc1sc2c(c1C(N)=O)CCC(=O)C2 was read as SNB-75 89.2, HCT-116 85.9, HCC-2998 108.9, HCT-15 74.2, KM12 102.7, NCI-H322M 80.2, HT29 98.0, COLO 205 106.4 and SW-620 97.9.
Screening Fc1ccccc1CNc1ccc(N2CCOCC2)cc1 returned SNB-75 100.1, HCT-116 90.9, HCC-2998 108.8, HCT-15 98.6, KM12 100.8, NCI-H322M 89.3, HT29 96.7, COLO 205 106.8 and SW-620 99.5.
COc1ccc(C2CC(c3cc4ccccc4oc3=O)=NN2c2ccc(S(=O)(=O)NC(=O)NCc3ccccc3)cc2)cc1OC (configuration not stated) was read as SNB-75 27.1, HCT-116 48.5, HCC-2998 90.0, HCT-15 32.8, KM12 72.9, NCI-H322M 79.6, COLO 205 78.3 and SW-620 73.1.
Screening Cc1nn(-c2ccc(C#N)cc2)c2nc3c(nc12)c(=O)oc1ccccc13 returned SNB-75 102.0, HCT-116 91.7, HCC-2998 101.6, HCT-15 97.7, KM12 109.3, NCI-H322M 109.3, HT29 105.2, COLO 205 110.2 and SW-620 99.5.
Screening O=C(/C=C/c1ccccc1F)c1c(O)c2ccccc2oc1=O returned SNB-75 87.2, HCT-116 92.2, HCC-2998 122.4, HCT-15 78.8, KM12 90.9, NCI-H322M 95.2, HT29 120.8, COLO 205 142.2 and SW-620 101.2.
`Cc1ccc(N2C3c4ccccc4N(S(=O)(=O)c4ccc(C)cc4)C2c2ccccc2N3S(=O)(=O)c2ccc(C)cc2)cc1` gave SNB-75 89.5, HCT-116 120.5, HCC-2998 115.1, HCT-15 94.9, KM12 95.4, NCI-H322M 105.5, HT29 100.8, COLO 205 114.9 and SW-620 96.6.
COc1cc(NC(C)CCCN)c2ncccc2c1Oc1ccc(Cl)cc1 (configuration not stated) was read as SNB-75 78.7, HCT-116 58.3, HCC-2998 49.8, HCT-15 84.5, KM12 69.2, NCI-H322M 64.5, HT29 34.5, COLO 205 7.0* and SW-620 73.5.
Screening Nc1cc2c(cc1Br)[nH]c(=O)c1ccccc12 returned SNB-75 94.3, HCT-116 19.2, HCC-2998 68.0, HCT-15 58.3, KM12 26.2, NCI-H322M 83.8, HT29 22.4, COLO 205 68.1 and SW-620 61.0.
`O=C(/C=C/c1cccc(Cl)c1)OCc1ccc2cc1OCC#C/C=C\C#CCO2` gave SNB-75 80.9, HCT-116 89.0, HCC-2998 107.3, HCT-15 101.6, KM12 103.7, NCI-H322M 91.1, HT29 89.3, COLO 205 105.8 and SW-620 108.2.
`CC(=O)OC[C@]12CC[C@@H]([C@@H](C)C(=O)O)[C@@H]1[C@H]1CC[C@@H]3[C@@]4(C)CCCNC(C)(C)[C@@H]4CC[C@@]3(C)[C@]1(C)CC2` gave SNB-75 94.9, HCT-116 90.9, HCC-2998 110.4, HCT-15 93.8, KM12 103.5, NCI-H322M 92.3, HT29 90.0, COLO 205 103.4 and SW-620 109.8.
`CC(=O)NNC(=S)/N=C/c1c(O)cc(C)oc1=O` gave SNB-75 86.1, HCT-116 91.7, HCC-2998 79.4, HCT-15 103.3, KM12 100.9, NCI-H322M 108.9, HT29 110.1, COLO 205 103.1 and SW-620 107.7.
NS(=O)(=O)c1ccc(NC(=S)/N=C/c2c(O)c3ccccc3[nH]c2=O)cc1 was read as SNB-75 94.9, HCT-116 94.7, HCC-2998 124.1, HCT-15 102.9, KM12 97.4, NCI-H322M 113.2, HT29 104.1, COLO 205 108.4 and SW-620 108.6.
Screening COc1ccc(-c2cncn2-c2ccc(-c3nc4ccc(F)cc4s3)cc2)cc1OC returned SNB-75 108.1, HCT-116 46.7, HCC-2998 61.7, HCT-15 52.9, KM12 65.2, NCI-H322M 96.0, HT29 61.3, COLO 205 57.6 and SW-620 71.0.
`Cc1cc(Cl)ccc1N=Cc1ccc(OCc2ccccc2)cc1` gave SNB-75 82.2, HCT-116 101.2, HCC-2998 117.1, HCT-15 88.6, KM12 85.2, NCI-H322M 96.1, HT29 107.1, COLO 205 108.2 and SW-620 103.6.
Screening COc1cc(-c2nc(SCCC(C)C)nc(Nc3ccccc3)c2C#N)cc(OC)c1OC returned SNB-75 66.8, HCT-116 91.7, HCC-2998 116.5, HCT-15 96.8, KM12 100.3, NCI-H322M 103.1, HT29 82.3, COLO 205 99.1 and SW-620 103.7.
For CCOC(=O)c1cc(C(=O)c2cc(OC)c(OC)c(OC)c2)n2ncccc12 the results were SNB-75 34.0, HCT-116 11.8, HCC-2998 28.3, HCT-15 24.0, KM12 20.8, NCI-H322M 48.1, HT29 3.7*, COLO 205 -24.7* and SW-620 33.6.
`CCCCNC(=O)n1ncc2ccc([N+](=O)[O-])cc21` gave SNB-75 100.2, HCT-116 97.6, HCC-2998 104.4, HCT-15 102.4, KM12 106.6, NCI-H322M 105.9, HT29 103.9, COLO 205 79.8 and SW-620 106.0.
`CC1(C)CN(Cc2ccccc2)CCN1Cc1ccccc1` gave SNB-75 121.0, HCT-116 100.8, HCC-2998 105.8, HCT-15 104.1, KM12 103.6, NCI-H322M 103.4, HT29 96.2, COLO 205 112.5 and SW-620 97.6.
For COc1ccc(/C=C/C(=O)c2ccc(-c3cc4ccccc4oc3=O)nc2C)cc1OC the results were SNB-75 110.3, HCT-116 108.1, HCC-2998 122.9, HCT-15 102.9, KM12 100.8, NCI-H322M 105.4, HT29 115.2, COLO 205 122.6 and SW-620 96.9.
For Cc1ccc(CC(=O)c2ccccc2)cc1 the results were SNB-75 96.0, HCT-116 101.6, HCC-2998 97.9, HCT-15 111.2, KM12 109.0, NCI-H322M 115.6, COLO 205 123.2 and SW-620 101.5.
CCSc1nc(NC)c2ccc(-c3ccc(F)c(F)c3)cc2n1 was read as SNB-75 119.4, HCT-116 84.0, HCC-2998 64.1, HCT-15 48.1, KM12 54.7, NCI-H322M 69.2, HT29 35.6, COLO 205 78.1 and SW-620 78.6.
`Cc1nc(-c2ccccc2Cl)nc2sc(C(=O)Nc3ccc(Cl)cc3)c(N)c12` gave SNB-75 40.8, HCT-116 85.4, HCC-2998 90.4, HCT-15 88.0, KM12 85.2, NCI-H322M 86.0, HT29 73.4, COLO 205 99.0 and SW-620 104.2.
Screening O=C(c1ccc(N2CCOCC2)cc1[N+](=O)[O-])N1CCOCC1 returned SNB-75 31.8, HCT-116 107.1, HCC-2998 107.9, HCT-15 96.2, KM12 120.6, NCI-H322M 111.1, HT29 90.5, COLO 205 87.1 and SW-620 93.1.
For Cc1ccccc1/C=C/C(=O)c1cccc(OCCCOc2cccc(C(=O)/C=C/c3ccccc3C)c2)c1 the results were SNB-75 86.1[3 µM], HCT-116 38.2[3 µM], HCC-2998 91.2[3 µM], HCT-15 87.2[3 µM], KM12 95.4[3 µM], NCI-H322M 105.9[3 µM], HT29 79.6[3 µM], COLO 205 110.3[3 µM] and SW-620 93.3[3 µM].
`CC(=O)N1N=C(c2ccc3c(c2)OCO3)CC1c1cccc(Nc2ccnc3cc(C(F)(F)F)ccc23)c1` (configuration not stated) gave SNB-75 72.5, HCT-116 87.6, HCC-2998 88.4, HCT-15 81.7, KM12 86.8, NCI-H322M 88.6, HT29 80.6, COLO 205 93.7 and SW-620 102.2.
`N#Cc1c(-c2ccc(F)cc2)nc(NCCO)[nH]c1=O` gave SNB-75 86.5, HCT-116 100.6, HCC-2998 98.7, HCT-15 103.2, KM12 102.3, NCI-H322M 99.6, HT29 99.7, COLO 205 108.8 and SW-620 111.7.
For Cn1cc(-c2cc(N)n3nc(-c4cn(C)c5ccccc45)cc3n2)c2cc(F)ccc21 the results were SNB-75 -67.0*, HCT-116 -92.1*, HCC-2998 -80.5*, HCT-15 -80.2*, KM12 -69.1*, NCI-H322M -19.1*, HT29 -72.2*, COLO 205 -82.3* and SW-620 -54.4*.
Screening CCCCC/C=N/Nc1ccc([N+](=O)[O-])cc1[N+](=O)[O-] returned SNB-75 96.2, HCT-116 91.2, HCC-2998 101.7, HCT-15 84.9, KM12 67.6, NCI-H322M 82.6, HT29 85.5, COLO 205 103.5 and SW-620 83.1.
Screening Fc1ccc2nc(-c3nc(-c4ccccc4)n4ccccc34)[nH]c2c1 returned SNB-75 -44.1*, HCT-116 -31.2*, HCC-2998 29.2, HCT-15 20.4, NCI-H322M -9.9*, HT29 -52.6*, COLO 205 16.1 and SW-620 26.5.
For CC(=O)N1N=C(c2ccc(Br)cc2)CC1c1ccc(Oc2ccc(Br)cc2)cc1 (configuration not stated) the results were SNB-75 67.5, HCT-116 70.9, HCC-2998 106.5, HCT-15 67.7, KM12 73.1, NCI-H322M 79.1, HT29 61.6, COLO 205 83.5 and SW-620 79.7.
`NC(=O)c1cc(Br)ccc1O` gave SNB-75 86.8, HCT-116 102.9, HCC-2998 96.2, HCT-15 101.3, KM12 98.3, NCI-H322M 111.6, HT29 103.8, COLO 205 96.6 and SW-620 106.1.
CC(C)(C)C(=O)/C=C/c1cccc(Oc2ccccc2)c1 was read as SNB-75 93.6, HCT-116 70.5, HCC-2998 102.3, HCT-15 79.9, KM12 97.8, NCI-H322M 93.8, HT29 95.6 and SW-620 102.1.
For CC(C)Oc1ccc(Nc2ccccc2)cc1 the results were SNB-75 76.0&92.0, HCT-116 90.2&92.7, HCC-2998 108.9&96.0, HCT-15 92.3&100.6, KM12 88.7&107.3, NCI-H322M 91.3&109.5, HT29 100.2&101.6, COLO 205 119.1&113.8 and SW-620 89.6&94.0.
Screening CSc1nc2c(c(=O)[nH]1)C(c1ccc(Cl)cc1)C1=C(N2)/C(=C/c2ccc(Cl)cc2)CC1 (configuration not stated) returned SNB-75 82.0, HCT-116 95.2, HCC-2998 94.1, HCT-15 100.3, KM12 109.9, NCI-H322M 92.5, HT29 90.1, COLO 205 100.5 and SW-620 109.8.
`CCCCC(O)Cn1ncc(C(=O)N/N=C\c2ccc(OC)c(OC3CCCC3)c2)c1N` (configuration not stated) gave SNB-75 108.4, HCT-116 94.9, HCC-2998 108.0, HCT-15 82.5, KM12 91.8, NCI-H322M 98.8, HT29 104.9, COLO 205 101.1 and SW-620 100.9.
`CC(=O)Nc1ccc2c(c1)C(C)c1ccccc1-2` (configuration not stated) gave SNB-75 94.0, HCT-116 102.0, HCC-2998 95.1, HCT-15 93.7, KM12 103.8, HT29 98.7, COLO 205 116.3 and SW-620 111.6.
For C=CCC(OC(C)=O)c1cccc(OC)c1OC (configuration not stated) the results were SNB-75 99.6, HCT-116 96.9, HCC-2998 107.9, HCT-15 108.5, KM12 105.9, NCI-H322M 109.4, HT29 108.4, COLO 205 113.7 and SW-620 108.9.
Screening Cc1ccc(OCc2ccc(Cl)cc2)cc1 returned SNB-75 101.2, HCT-116 113.2, HCC-2998 100.9, HCT-15 100.2, KM12 111.0, NCI-H322M 119.0, HT29 89.7, COLO 205 111.8 and SW-620 106.1.
For Cc1nc(N2N=C(c3ccc(Cl)cc3)CC2c2cccnc2)sc1/C=C/c1ccc(Cl)cc1 (configuration not stated) the results were SNB-75 101.1, HCT-116 88.2, HCC-2998 107.6, HCT-15 100.0, KM12 89.1, NCI-H322M 99.1, HT29 89.2, COLO 205 107.9 and SW-620 112.8.
For O=C(NO)Nc1ccccc1C(=O)O the results were SNB-75 98.7, HCT-116 111.6, HCC-2998 103.8, HCT-15 104.9, KM12 108.3, NCI-H322M 101.7, HT29 106.5, COLO 205 123.0 and SW-620 104.3.

Ordered by length of the SMILES (descending): some entries from above
For Cc1nc(N2N=C(c3ccc(Cl)cc3)CC2c2cccnc2)sc1/C=C/c1ccc(Cl)cc1 (configuration not stated) the results were SNB-75 101.1, HCT-116 88.2, HCC-2998 107.6, HCT-15 100.0, KM12 89.1, NCI-H322M 99.1, HT29 89.2, COLO 205 107.9 and SW-620 112.8.
`CC(=O)Nc1ccc2c(c1)C(C)c1ccccc1-2` (configuration not stated) gave SNB-75 94.0, HCT-116 102.0, HCC-2998 95.1, HCT-15 93.7, KM12 103.8, HT29 98.7, COLO 205 116.3 and SW-620 111.6.
For C=CCC(OC(C)=O)c1cccc(OC)c1OC (configuration not stated) the results were SNB-75 99.6, HCT-116 96.9, HCC-2998 107.9, HCT-15 108.5, KM12 105.9, NCI-H322M 109.4, HT29 108.4, COLO 205 113.7 and SW-620 108.9.
For CC(C)Oc1ccc(Nc2ccccc2)cc1 the results were SNB-75 76.0&92.0, HCT-116 90.2&92.7, HCC-2998 108.9&96.0, HCT-15 92.3&100.6, KM12 88.7&107.3, NCI-H322M 91.3&109.5, HT29 100.2&101.6, COLO 205 119.1&113.8 and SW-620 89.6&94.0.
For O=C(NO)Nc1ccccc1C(=O)O the results were SNB-75 98.7, HCT-116 111.6, HCC-2998 103.8, HCT-15 104.9, KM12 108.3, NCI-H322M 101.7, HT29 106.5, COLO 205 123.0 and SW-620 104.3.
